High-throughput results (PubChem BioAssay)
NR2E3 ag-1 = human photoreceptor-specific nuclear receptor agonism; Q9Y5X4; CHO-S Gal4-NCOR/VP16-NR2E3 two-hybrid, luciferase; inhibition of corepressor binding, % at 3.98 µM; 0.35% of 360,000 active; AID 602229;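 active = inhibition above the mean of all tested compounds plus 3 SD, cut at about 70% in these data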;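 note: 0% = DMSO with NR2E3 transfected cells and 100% = cells lacking NR2E3 construct; higher means lower luciferase signal from less NR2E3 corepressor binding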
Target sequence (Q9Y5X4 whole entry, looked up, the tested form may be a part): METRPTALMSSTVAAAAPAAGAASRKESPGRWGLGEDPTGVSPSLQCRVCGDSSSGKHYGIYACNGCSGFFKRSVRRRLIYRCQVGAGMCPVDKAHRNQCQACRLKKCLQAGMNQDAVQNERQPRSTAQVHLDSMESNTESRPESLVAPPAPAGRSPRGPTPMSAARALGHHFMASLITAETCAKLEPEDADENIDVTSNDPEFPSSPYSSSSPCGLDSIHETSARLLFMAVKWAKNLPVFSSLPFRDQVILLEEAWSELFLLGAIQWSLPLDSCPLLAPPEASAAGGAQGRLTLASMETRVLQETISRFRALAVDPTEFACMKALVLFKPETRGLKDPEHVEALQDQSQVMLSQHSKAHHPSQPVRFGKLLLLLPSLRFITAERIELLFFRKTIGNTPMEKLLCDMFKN
PDI inh = blocks human protein disulfide isomerase activity. PDI insulin aggregation turbidity, A650, 90 min. inhibition, % at 10 µM. 0.052% of 350,000 active. AID 588391;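 active = mean inhibition across replicates of 30% or more, whatever share of single replicates reach that level; inconclusive = mean inhibition below 30% while every single replicate reaches 30%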;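 note: absorbance from insulin aggregation driven by PDI reduction with DTT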
Target sequence (P07237 whole entry, looked up): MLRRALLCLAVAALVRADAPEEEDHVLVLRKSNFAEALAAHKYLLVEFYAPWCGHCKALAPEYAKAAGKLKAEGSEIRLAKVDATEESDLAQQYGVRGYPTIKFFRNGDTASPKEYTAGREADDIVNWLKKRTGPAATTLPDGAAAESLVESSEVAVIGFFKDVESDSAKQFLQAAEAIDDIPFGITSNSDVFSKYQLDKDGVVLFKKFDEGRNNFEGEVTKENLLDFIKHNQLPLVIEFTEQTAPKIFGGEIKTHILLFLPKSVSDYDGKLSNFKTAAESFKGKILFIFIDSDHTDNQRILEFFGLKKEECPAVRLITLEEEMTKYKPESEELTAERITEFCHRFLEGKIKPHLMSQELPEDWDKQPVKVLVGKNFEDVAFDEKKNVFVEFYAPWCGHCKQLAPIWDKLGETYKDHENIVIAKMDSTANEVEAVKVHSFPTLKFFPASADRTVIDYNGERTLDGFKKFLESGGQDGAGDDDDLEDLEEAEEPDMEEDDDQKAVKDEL
Granule exo inh = lytic granule exocytosis inhibition | 0.66% of 360,000 active | inhibition, % at 10 µM | TALL-104 LAMP-1 surface exposure, flow cytometry; cells stimulated with thapsigargin and PMA;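 active = inhibition above about 55%, limit read from the data; inconclusive = no clear call, values can overlap the other calls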
HIF-2a block = blocks HIF-2a reporter activity; 786-0 RCC cells HIF-2a reporter, luciferase luminescence, overnight; inhibition, % at 18.8 µM; 0.72% of 360,000 active; AID 624352;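 active = inhibition of the luminescence signal of 40% or more relative to plate controls, in a single-dose primary screen at 18.75 µM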
Peg3 prom inh = reduces Peg3 promoter-driven luciferase expression in HeLa; 1.7% of 360,000 active; HeLa PEG-Prom luciferase reporter, luminescence, overnight; inhibition, % at 20 µM; AID 588405;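 active = inhibition of at least 50% at 20 µM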
Vif inh = HIV Vif inhibition. inhibition, % at 7.49 µM. HEK293T cells, Vif self-association by quenched fluorescence, imaging, 24 h. 0.35% of 340,000 active; in the data active = inhibition above about 50%, passing the limit was not always enough; inconclusive = no clear call, values can overlap the other calls; inactive = below about 31%; note: some results filed as inactive read as strong as hits
NR2E3 ag-2 = NR2E3 (human) agonism. Q9Y5X4. GST-NR2E3/biotin-RetCOR TR-FRET, 1536-well. inhibition of corepressor binding, % at 4.78 µM. 0.12% of 320,000 active. AID 2300;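 active = percent inhibition above the cutoff of mean plus 3 SD of all tested compounds, set per screening campaign, cut at about 20% in these data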;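 note: 0% = DMSO wells and 100% = biotin wells as full block of FRET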
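Test system: GST-NR2E3 and biotin-RetCOR proteins | Quantity: 1.35 nM GST-tagged NR2E3 final | Medium: Tris pH 7.5 | Also added: 7 nM biotin-RetCOR | Dosing: Compound at 4.8 µM, single dose | Timing: 5 h at 4 °C | Detection: Time-resolved FRET | Read-out basis: Percent inhibition | Benchmarks: Biotin wells as high control, 0.6% DMSO wells as low control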
hiPSC survival = increases survival of single human iPS cells. AID 602274. survival enhancement, % at 20 µM. hiPSC single-cell survival, ATPlite luminescence; 100% = ROCK inhibitor wells, 0% = DMSO. 0.044% of 360,000 active; in the data active = survival enhancement above about 18%;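 note: cells exposed to compounds for 16 hours before the ATP read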
CaV13 FRET inh = Disruptors of the CACNA1D IQ motif to Ca2+-dependent inactivation inhibitor domain association, primary screening, Förster resonance energy transfer in intact living …; HEK cells, CFP/YFP FRET ICDI-IQ, plate reader, 10 min; percent FRET-ratio fall versus neutral wells; inhibition, % at 12.3 µM; 0.098% of 340,000 active;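 active = mean replicate inhibition of at least 30% and at least 1% of replicates passing that level; inconclusive = only one of the two criteria is met; inactive = neither criterion is met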;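 note: 0% = median of the neutral control wells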
aDG glyco up = increases alpha dystroglycan glycosylation; Pro5-aDG cells, alpha-DG glycosylation AlphaScreen (IIH6); 0% Pro5, 100% B10-LARGE cell signal; activation, % at 10 µM; 0.22% of 360,000 active;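 active = activation of at least 8% versus controls, or a plate z-score of at least 8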;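 note: Pro5 are CHO cells carrying HIG-tagged alpha-DG that lacks glycosylation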
TRPM1 prom inh = MITF TRPM1 promoter inhibition in SK-MEL-5 cells; SK-MEL-5 TRPM1 promoter luciferase, 24 h; inhibition, % at 12.5 µM; 0.83% of 330,000 active; AID 488899;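 active = mean inhibition across replicates of 60% or more, whatever share of single replicates reaches that level; inconclusive = some that reach 60%, reason not given; inactive = mean inhibition across replicates below 60%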; note: values of inactives mirror those of a sister screen read the other way
Numbers without * were called inactive; ? = inconclusive; . = not tested or not shown.

Abbreviations: A = NR2E3 ag-1; B = PDI inh; C = Granule exo inh; D = HIF-2a block; E = Peg3 prom inh; F = Vif inh; G = NR2E3 ag-2; H = hiPSC survival; I = CaV13 FRET inh; J = aDG glyco up; K = TRPM1 prom inh
Structure: COc1ccccc1N1C(=O)CC(c2ccccc2)CC1=O
  A = -12.1 | B = 6.2 | C = -1.7 | D = 10.3 | E = 11.3 | F = -2.6 | G = 2.9 | H = -2.5 | I = -3.7 | J = 0.1 | K = 22.7

Structure: COCCOC(=O)C(C#N)c1nc2ccccc2nc1N1CCN(Cc2ccccc2)CC1 (configuration not stated)
  A = -1.8 | B = -1.3 | C = -3.4 | D = -0.2 | E = 14.2 | F = -14.3 | G = 0.8 | H = -3.7 | I = . | J = -0.2 | K = 6.1

Structure: Cc1cc2c(cn1)C(CCC#N)(CCC#N)c1ccccc1-2
  A = -13.4 | B = -6.4 | C = -6.4 | D = 11.4 | E = 0.3 | F = 2.2 | G = 2.3 | H = -0.2 | I = -4.6 | J = 0.1 | K = -2.5

Structure: C=CCSc1nc2c(sc3nc(C)cc(C)c32)c(=O)[nH]1
  A = -5.2 | B = -5.4 | C = -0.4 | D = 15.4 | E = 3.8 | F = ? | G = 1.5 | H = 1.8 | I = -4.7 | J = 0.1 | K = 11.9

Structure: Cc1cc(C)c(S(=O)(=O)N2CCCCC2CCNC(=O)C(=O)NCCN2CCOCC2)c(C)c1 (configuration not stated)
  A = 1.5 | B = 1.2 | C = 1.5 | D = 15.2 | E = -4.6 | F = 7.3 | G = 0.0 | H = -0.2 | I = -5.0 | J = 0.3 | K = 6.3

Structure: Cc1cc(NC(=O)c2ccc(C(C)(C)C)cc2)no1
  A = -125.7 | B = 5.3 | C = 2.1 | D = -186.2 | E = -237.0 | F = -11.7 | G = . | H = -0.6 | I = -2.1 | J = 0.0 | K = -53.4

Structure: COC(=O)c1ccc(C(=O)OC)c(NC(=O)COC(=O)c2ccccc2OC)c1
  A = 12.9 | B = -10.7 | C = -1.0 | D = 8.7 | E = 11.2 | F = 3.9 | G = 7.1 | H = -1.3 | I = -2.1 | J = 0.2 | K = 2.3

Structure: COc1ccccc1N(CC(=O)Nc1cccc(C(F)(F)F)c1)S(C)(=O)=O
  A = -10.4 | B = -6.3 | C = 80.1* | D = 11.8 | E = 12.5 | F = 5.7 | G = 0.9 | H = 0.1 | I = -7.0 | J = -0.3 | K = -5.6

Structure: COc1ccc(CN(C(=O)CNC(=O)c2ccco2)C(C(=O)NC2CCCC2)c2ccco2)cc1 (configuration not stated)
  A = -22.6 | B = -2.7 | C = -1.2 | D = 12.5 | E = -4.3 | F = . | G = -0.6 | H = -0.1 | I = -1.7 | J = 0.3 | K = -11.7

Structure: O=C(CSCc1cnn(-c2ccccc2)c1-n1cccc1)N1CCN(Cc2ccccc2)CC1
  A = -21.3 | B = 10.5 | C = -0.7 | D = 25.0 | E = 20.6 | F = -1.8 | G = -0.5 | H = 1.3 | I = . | J = -0.1 | K = 8.2

Structure: COc1ccc(C2C(C(=O)c3sc(C)nc3C)=C(O)C(=O)N2CCN2CCOCC2)cc1 (configuration not stated)
  A = -6.4 | B = 6.8 | C = -1.6 | D = -2.5 | E = -5.0 | F = 7.7 | G = . | H = 0.9 | I = -1.8 | J = 0.2 | K = 2.7

Structure: Cc1cc([N+](=O)[O-])ccc1P(=O)(O)c1ccc([N+](=O)[O-])cc1C
  A = -2.0 | B = 3.1 | C = 14.9 | D = 7.9 | E = 6.7 | F = -0.2 | G = . | H = 1.8 | I = -5.0 | J = -0.2 | K = 1.8

Structure: Cc1cccc([C@@H]2[C@@H]3C(=O)N(C)C(=O)[C@@H]3[C@@H]3C(=O)Nc4ccccc4C(=O)N23)c1
  A = -20.0 | B = 3.5 | C = -4.3 | D = -3.6 | E = -18.7 | F = . | G = -0.3 | H = 4.8 | I = -9.7 | J = 0.8 | K = -10.0

Structure: Cn1cnc(C(=O)NCc2ccc(CNC(=O)OC(C)(C)C)cc2)c1C(=O)NCc1ccc(CNC(=O)OC(C)(C)C)cc1
  A = 28.4 | B = -2.3 | C = 5.3 | D = 20.3 | E = 32.0 | F = -4.0 | G = . | H = 5.3 | I = -4.5 | J = 1.1 | K = 36.3

Structure: O=C(c1ccc2c(c1)OCO2)C1CCCN(Cc2ccccc2OC(F)F)C1 (configuration not stated)
  A = 8.2 | B = 0.6 | C = 27.0 | D = 10.9 | E = 12.7 | F = 1.3 | G = 1.1 | H = -0.4 | I = . | J = -0.1 | K = 0.4

Structure: Cc1ccc(NC2=Nc3ccccc3CC2)cc1
  A = -97.1 | B = 14.6 | C = 4.4 | D = -28.9 | E = -34.1 | F = 5.0 | G = 1.8 | H = -2.3 | I = . | J = 0.9 | K = -8.2

Structure: OC[C@@H]1CN(CCc2ccccc2)C[C@H](n2cnc3c(N4CCOCC4)ncnc32)O1
  A = 10.7 | B = -3.6 | C = -15.4 | D = 10.0 | E = -9.0 | F = -3.3 | G = . | H = 6.3 | I = -9.8 | J = -0.3 | K = .

Structure: O=C(Cc1ccc(Cl)cc1)N1CCC2(CC1)NCCc1[nH]cnc12
  A = -0.1 | B = -9.2 | C = -2.2 | D = -21.2 | E = -20.2 | F = 2.0 | G = -0.3 | H = -0.2 | I = -5.3 | J = 0.5 | K = -1.7

Structure: C#CCOc1ccc(C2C3=C(COC3=O)Nc3cc4c(cc32)OCO4)cc1OC (configuration not stated)
  A = 9.7 | B = 1.9 | C = 4.8 | D = 15.6 | E = 12.8 | F = 12.0 | G = . | H = -0.2 | I = -6.6 | J = 0.0 | K = 29.8

Structure: Cc1ccc(-c2cc(C(=O)Nc3ccc(S(=O)(=O)Nc4onc(C)c4C)cc3)[nH]n2)c(O)c1
  A = -27.5 | B = -3.3 | C = -1.9 | D = 16.4 | E = 6.9 | F = -0.7 | G = 1.5 | H = 1.5 | I = 5.4 | J = -0.1 | K = 3.8

Structure: Cc1cccc2c(N=Nc3ccccc3)c(O)[nH]c12
  A = -131.5 | B = -5.8 | C = -11.4 | D = -164.1 | E = -295.5 | F = -2.4 | G = -0.7 | H = -0.4 | I = -6.1 | J = -0.1 | K = -58.9

Structure: CCCn1c(Oc2ccccc2)nc2c1c(=O)n(C)c(=O)n2C
  A = 4.9 | B = 8.5 | C = -10.3 | D = 23.0 | E = 2.9 | F = 4.1 | G = 0.7 | H = 0.9 | I = -0.2 | J = 0.1 | K = -10.2

Structure: COc1ccc(CC(CN)c2ccccc2)cc1 (configuration not stated)
  A = 1.8 | B = -5.1 | C = 57.5* | D = 9.4 | E = 17.4 | F = -3.6 | G = 0.1 | H = -0.4 | I = -6.3 | J = 0.0 | K = 4.7

Structure: Cc1ccc2c(CC(=O)OCn3nnc4ccccc4c3=O)coc2c1
  A = 1.4 | B = -1.5 | C = -3.5 | D = 0.5 | E = 11.0 | F = 1.3 | G = -0.1 | H = -2.7 | I = . | J = 0.4 | K = 6.0

Structures listed so far with a furan ring, fused or not:
Abbreviations: A = NR2E3 ag-1; B = PDI inh; C = Granule exo inh; D = HIF-2a block; E = Peg3 prom inh; F = Vif inh; G = NR2E3 ag-2; H = hiPSC survival; I = CaV13 FRET inh; J = aDG glyco up; K = TRPM1 prom inh
Structure: COc1ccc(CN(C(=O)CNC(=O)c2ccco2)C(C(=O)NC2CCCC2)c2ccco2)cc1 (configuration not stated)
  A = -22.6 | B = -2.7 | C = -1.2 | D = 12.5 | E = -4.3 | F = . | G = -0.6 | H = -0.1 | I = -1.7 | J = 0.3 | K = -11.7

Structure: Cc1ccc2c(CC(=O)OCn3nnc4ccccc4c3=O)coc2c1
  A = 1.4 | B = -1.5 | C = -3.5 | D = 0.5 | E = 11.0 | F = 1.3 | G = -0.1 | H = -2.7 | I = . | J = 0.4 | K = 6.0

Complete entries from above. Order of screens: NR2E3 ag-1, PDI inh, Granule exo inh, HIF-2a block, Peg3 prom inh, Vif inh, NR2E3 ag-2, hiPSC survival, CaV13 FRET inh, aDG glyco up, TRPM1 prom inh
O=C(CSCc1cnn(-c2ccccc2)c1-n1cccc1)N1CCN(Cc2ccccc2)CC1 across the screens: -21.3, 10.5, -0.7, 25.0, 20.6, -1.8, -0.5, 1.3, ., -0.1, 8.2
COc1ccc(C2C(C(=O)c3sc(C)nc3C)=C(O)C(=O)N2CCN2CCOCC2)cc1 (configuration not stated) across the screens: -6.4, 6.8, -1.6, -2.5, -5.0, 7.7, ., 0.9, -1.8, 0.2, 2.7
C=CCSc1nc2c(sc3nc(C)cc(C)c32)c(=O)[nH]1 across the screens: -5.2, -5.4, -0.4, 15.4, 3.8, ?, 1.5, 1.8, -4.7, 0.1, 11.9
